Source: PubChem
Kir21 block: Kir2.1 (mouse) channel inhibition. hit rate 0.85% among 310,000. B-score at 10 µM. HEK293-Kir2.1, FluxOR thallium flux fluorescence; hits give low values. P35561;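 active = fluorescence ratio B-score at or below minus 3 SD of library scores, with starting-brightness B-score within 2 SD, cut at about -4.2 in these data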;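 also: channel flux triggered by added potassium and thallium sulfate stimulus; B-score of peak minus minimum fluorescence over baseline after thallium stimulus; more negative B-score means stronger Kir2.1 block with less thallium influx; some compounds called inactive have numbers as strong as hits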
Target sequence (P35561 whole entry, looked up): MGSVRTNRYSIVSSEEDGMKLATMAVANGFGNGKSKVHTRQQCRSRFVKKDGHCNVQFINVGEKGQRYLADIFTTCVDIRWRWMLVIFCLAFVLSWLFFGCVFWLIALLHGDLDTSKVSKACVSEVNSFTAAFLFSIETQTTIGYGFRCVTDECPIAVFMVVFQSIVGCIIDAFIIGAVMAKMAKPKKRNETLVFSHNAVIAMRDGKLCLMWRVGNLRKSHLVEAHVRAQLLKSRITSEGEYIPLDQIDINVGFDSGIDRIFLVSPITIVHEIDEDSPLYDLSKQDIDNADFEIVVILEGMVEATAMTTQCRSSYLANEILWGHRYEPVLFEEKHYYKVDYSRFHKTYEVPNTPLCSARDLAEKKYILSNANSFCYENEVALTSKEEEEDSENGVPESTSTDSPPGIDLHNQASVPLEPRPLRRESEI
CHT block: inhibitors of human choline transporter CHT. CHT-expressing cells, membrane potential dye, choline response; hits give low values. hit rate 0.86% among 310,000. B-score at 10 µM. Q9GZV3;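 active = B-score over 3 SD under the library average, and starting fluorescence ratio not unusually high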;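 also: choline stimulus applied at its EC90 after an EC20 pre-addition; B-score computed on integrated fluorescence ratio after choline addition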
Target sequence (Q9GZV3 whole entry, looked up): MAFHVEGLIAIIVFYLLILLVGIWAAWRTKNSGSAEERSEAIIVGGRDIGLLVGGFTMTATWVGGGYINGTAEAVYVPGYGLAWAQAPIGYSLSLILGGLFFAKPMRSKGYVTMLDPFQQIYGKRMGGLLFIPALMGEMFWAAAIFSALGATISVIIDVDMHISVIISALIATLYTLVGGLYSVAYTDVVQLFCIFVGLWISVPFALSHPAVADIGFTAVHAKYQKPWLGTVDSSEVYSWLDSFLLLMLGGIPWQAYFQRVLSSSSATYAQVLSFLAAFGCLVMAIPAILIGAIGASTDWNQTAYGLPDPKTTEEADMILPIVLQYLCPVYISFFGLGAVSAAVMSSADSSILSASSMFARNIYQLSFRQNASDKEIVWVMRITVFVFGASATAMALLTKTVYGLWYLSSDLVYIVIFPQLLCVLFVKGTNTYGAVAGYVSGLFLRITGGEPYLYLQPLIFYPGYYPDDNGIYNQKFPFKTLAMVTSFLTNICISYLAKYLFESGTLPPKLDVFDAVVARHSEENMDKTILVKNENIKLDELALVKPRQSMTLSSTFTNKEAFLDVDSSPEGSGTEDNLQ
An asterisk follows results filed as active; i = inactive; x = no result given.

Start of the data: the first 5 records (preview)
No.	Kir21 block	CHT block	molecule
1	-0.06	i	O=C(CCC1CCCCC1)NCc1cccnc1
2	-1.1	i	CN1c2ccccc2C2(C)CCCC3=Cc4cccc([N+](=O)[O-])c4OC312 (stereo unspecified)
3	1.2	i	Clc1ccc2c(c1)C(c1cccs1)=NNC(c1cccnc1)=N2
4	-0.2	i	O=C(Nc1ccnn1C1CCN(C2CCCC2)CC1)c1ccccc1
5	1.9	i	COC(=O)c1ccc(C)c(NC(=O)CCSc2ccc(C)cc2)c1

All compounds of this part (from the top)
No.	Kir21 block	CHT block	molecule
1	-0.06	i	O=C(CCC1CCCCC1)NCc1cccnc1
2	-1.1	i	CN1c2ccccc2C2(C)CCCC3=Cc4cccc([N+](=O)[O-])c4OC312 (stereo unspecified)
3	1.2	i	Clc1ccc2c(c1)C(c1cccs1)=NNC(c1cccnc1)=N2
4	-0.2	i	O=C(Nc1ccnn1C1CCN(C2CCCC2)CC1)c1ccccc1
5	1.9	i	COC(=O)c1ccc(C)c(NC(=O)CCSc2ccc(C)cc2)c1
6	-2.1	i	COc1ccc(NC(=O)c2ccc(-c3nn(C)c(=O)c4ccccc34)cc2)cc1
7	-1.3	i	O=C(COC(=O)C1CCN(S(=O)(=O)c2cccs2)CC1)NCc1ccccc1
8	-1.2	i	Cc1cccc(/C=C/C(=O)c2ccc([N+](=O)[O-])o2)c1
9	-1.1	i	COc1ccc(C2CC2/C(C)=N/OC(=O)c2cccs2)cc1 (stereo unspecified)
10	-1.4	i	Cc1cccc(NS(=O)(=O)c2ccc(C(=O)NCC3(N4CCCCC4)CCCCC3)cc2)c1C

New compounds follow
No.	Kir21 block	CHT block	molecule
11	-0.98	i	O=C(c1ccccc1Cl)N1CCN(S(=O)(=O)N2CCCCC2)CC1
12	1.3	i	O=C(Nc1cnn(Cc2ccc(Cl)cc2)c1)c1cnccn1
13	1	i	Cc1nnc(SCc2cc(=O)n3[nH]cnc3n2)s1
14	0.72	i	CCCCC(CC)C(=O)Nc1cc(C(=O)NCc2ccc(C)cc2)ccc1N1CCC2(CC1)CC(c1ccccc1)=NO2 (stereo unspecified)
15	-0.48	i	CC(=O)NCCc1nc2ccccc2n1CCOc1cccc(C)c1
16	-0.14	i	CC(=O)N1CCc2cc(N=NC3=C(O)CCCC3=O)ccc21
17	-0.08	i	O=C(COC(=O)C12CC3CC(CC(O)(C3)C1)C2)NC12CC3CC(CC(C3)C1)C2
18	0.73	i	FC(F)Oc1ccc(NC(=S)NCc2nc3ccccc3[nH]2)cc1
19	-2	i	Cc1ccc(NC(=O)NNC(=O)c2sccc2-n2cccc2)cc1
20	0.38	i	CC(=O)Nc1ccc(S(=O)(=O)Nc2ccc(-c3ccc4nnc(C)n4n3)cc2)cc1

Further records.
No.	Kir21 block	CHT block	molecule
21	0.82	i	COc1ccc(CNC(=O)c2cc3cccc(OC)c3oc2=N)cc1
22	-0.47	i	COC(=O)c1sc2nc(SCc3ccccc3C)n(N)c(=O)c2c1C
23	0.24	i	Cc1ccc(CN2C(=NC(=O)CCC(=O)O)SC3CS(=O)(=O)CC32)cc1 (stereo unspecified)
24	-0.16	i	O=C(/C=C/c1cccc([N+](=O)[O-])c1)Nc1ccccc1N1CCOCC1
25	2.7	-5.9*	CCc1ccc2c(c1)C1(NN=C(c3ccc(C)cc3)S1)C(=O)N2 (stereo unspecified)
26	1.2	i	O=S(=O)(NC1CC1)c1ccc(S(=O)(=O)N2CCN3CCCC3C2)cc1 (stereo unspecified)
27	-0.82	i	COc1ccc(NC(=O)NCc2cccnc2)cc1OC
28	0.17	i	COc1ccc(N2CCN(c3ccc(NC(=O)/C=C\C(=O)O)cc3)CC2)cc1
29	-0.79	i	CCC(Oc1ccccc1)C(=O)O/N=C(\N)c1ccc(OC)c(OC)c1 (stereo unspecified)
30	0.35	i	COCCn1c(SCC(=O)NCc2ccc3c(c2)OCO3)nc2ccccc2c1=O

Remaining list, next part.
No.	Kir21 block	CHT block	molecule
31	0.35	i	OCCN1CN=C(Nc2nc3ccccc3s2)NC1
32	0.28	i	O=C(COC(=O)c1ccco1)NCCNC(=O)COC(=O)c1ccco1
33	1.3	i	Cc1c(Br)c(C(F)(F)F)nn1CC(=O)NCCCn1ccnc1
34	-0.19	i	COc1ccccc1CNC(=O)c1ccc(CS(=O)(=O)c2ccccc2)o1
35	0.52	i	Cc1ccc(CSc2nc3c(cc2C#N)CCC3)cc1
36	0.62	i	Nc1n[nH]c(-c2ccc([N+](=O)[O-])cc2[N+](=O)[O-])n1
37	-1.4	i	COc1cccc(Cn2c(Oc3ccccc3)nc3c2c(=O)n(C)c(=O)n3C)c1
38	0.08	i	Cc1ccc(CN2CCN(/N=C/c3cccnc3)CC2)c(C)c1
39	1.2	i	CCc1ccc(C2CC(c3ccccc3)n3ncnc3N2)cc1 (stereo unspecified)
40	0.03	i	OCC[C@@H]1C[C@@H](O)[C@H](O)[C@]2(CCc3ccccc3O2)O1

Whole records as entered above:
OCCN1CN=C(Nc2nc3ccccc3s2)NC1 across the screens: Kir21 block: 0.35; CHT block: i
COc1ccccc1CNC(=O)c1ccc(CS(=O)(=O)c2ccccc2)o1 across the screens: Kir21 block: -0.19; CHT block: i

(cont.)
No.	Kir21 block	CHT block	molecule
41	-1.4	i	COc1ccccc1-n1nnnc1SCC(=O)NC1CC1
42	0.4	i	O=C(CSc1nc2nn(-c3ccccc3)c(=O)c-2c2n1CCCCC2)NCCCc1ccccc1
43	-1.4	i	C/C(=N\NC(=O)C1(C)NC(C)(C)Cc2ccccc21)c1ccccc1 (stereo unspecified)
44	-0.5	i	O=C(O)CCc1ccc(-c2ccc(Br)cc2)n1Cc1ccco1
45	-0.57	i	COc1ccc(C(=O)N2CCCC(CNC(=O)c3ccccc3Cl)C2)o1 (stereo unspecified)
46	0.19	i	CCOC(=O)C(CCCCP(=O)(c1ccccc1)c1ccccc1)(NC(C)=O)C(=O)OCC
47	0.38	i	O=C(c1ccc(COc2c(F)c(F)cc(F)c2F)o1)N1CCN(c2ccccc2)CC1
48	-1.1	i	COc1ccccc1C(=O)Nc1cc2cc(Br)ccc2oc1=O
49	-0.15	i	O=C(NN=C1CCCC1)c1ccc(Cl)cc1
50	-0.63	i	CCCCCCCCCCCCN1C/C(=C\C(=O)OCC)c2ccccc2S1(=O)=O

(cont.)
No.	Kir21 block	CHT block	molecule
51	0.63	i	O=C(Nc1ccccc1)c1ccccc1NC(=O)C1CCCCC1
52	0.72	i	O=C(C1CCN(C2CC(=O)N(Cc3ccccc3)C2=O)CC1)N1CCCCCC1 (stereo unspecified)
53	0.58	i	COc1ccc(C2C(C(=O)c3ccco3)=C(O)C(=O)N2c2nnc(C)s2)cc1OC (stereo unspecified)
54	-0.9	i	O=C(N/N=C/c1cccnc1)c1ccc([N+](=O)[O-])cc1Cl
55	-0.33	i	COc1cccc(NC(=O)Cn2c(-c3cncs3)nc3ccccc32)c1
56	1.4	i	CC(C)=CC(=O)O[C@H]1[C@@H]2[C@H](C)C(=O)O[C@@H]2C[C@@H](C)[C@@H]2[C@@H](O)CC(=O)[C@]21C
57	0.55	i	CCOc1ccccc1N(CC(=O)NCCSCc1ccco1)S(=O)(=O)c1ccccc1
58	0.21	i	COc1ccc(NC(=O)CCNC(=O)Cn2ccc3ccccc3c2=O)c(OC)c1
59	0.36	i	Cc1cccc(C(=O)NC(=S)Nc2ccccc2C(F)(F)F)c1
60	-1.2	i	C[C@@H]1CC=C[C@H]2[C@H]1C(=O)N(Cc1ccccc1)[C@H]2c1ccoc1

(continued)
No.	Kir21 block	CHT block	molecule
61	-1.6	i	CCN(CC)C(=O)c1[nH]cnc1C(=O)N[C@@H](Cc1ccccc1)C(=O)OCc1ccccc1
62	1.2	i	O=C(CNC(=O)c1ccc(S(=O)(=O)N2CCCC2)cc1)N/N=C/c1ccc(Cl)cc1Cl
63	0.05	i	Cc1ccc(C(=O)NCC(=O)OCC(=O)NC2CCCCCCC2)cc1
64	-1.3	i	Cc1ccc(N(CCCCN2C(=O)c3ccccc3C2=O)C(=O)c2ccc(Cl)s2)cc1
65	-1.1	i	Cc1cc(C)c(C(N)=O)c(SCC(=O)c2ccc(Cl)cc2)n1
66	-0.49	i	O=C1C2C3C=CC(C3)C2C(=O)N1c1ccc(-c2nc3ccccc3o2)cc1 (stereo unspecified)
67	0.6	i	O=C(/C=C(\O)c1ccccc1)C(=O)NNC(=O)c1ccccc1[N+](=O)[O-]
68	-1.3	i	c1ccc2c(c1)ccc1nnc(SCc3ccc4c(c3)OCO4)n12
69	2.8	i	COc1ccc(/C(C)=N\NC(=O)C(c2ccncc2)N2CCOCC2)cc1 (stereo unspecified)
70	0.62	x	Cc1cc([N+](=O)[O-])nn1Cc1ccc(F)cc1

Next section:
No.	Kir21 block	CHT block	molecule
71	0.9	i	O=C(CN1C(=O)NC(Cc2c[nH]c3ccccc23)C1=O)Nc1cccc(S(=O)(=O)N2CCOCC2)c1 (stereo unspecified)
72	-0.8	i	CCOc1ccc(NC(=O)C2CCC(N3C(=O)C4CC=CCC4C3=O)CC2)cc1 (stereo unspecified)
73	0	i	Cc1ccc(NS(=O)(=O)c2cc(C(=O)N3CCCC3)ccc2C)cc1C
74	1.1	i	O=C(c1nn2c(C(F)(F)F)cc(-c3ccc(F)cc3)nc2c1Cl)N1CCOCC1
75	-0.29	i	COCCCNC(=O)c1c(N)n(-c2cccc(S(N)(=O)=O)c2)c2nc3ccccc3nc12
76	-0.05	i	Cc1cc(C)cc(C(=O)NCC(=O)OCC(=O)N2CCCCC2)c1
77	0.5	i	Cc1ccc(C)c(N(CC(=O)NCc2ccc3c(c2)OCO3)C(=O)CCC(=O)Nc2ccccn2)c1
78	0.51	i	COc1cc2c(cc1OC)CN(C(=O)c1ccco1)CC2
79	-0.29	i	COc1ccc(-c2cc(C(=O)Nc3cc(C)ccc3O)no2)cc1
80	-1.3	x	O=C(N/N=C/c1cc2c3c(c1O)CCCN3CCC2)c1ccccc1O

Some of the entries so far, with tabs.
#	canonical_smiles	Kir21 block	CHT block
77	Cc1ccc(C)c(N(CC(=O)NCc2ccc3c(c2)OCO3)C(=O)CCC(=O)Nc2ccccn2)c1	0.5	i
78	COc1cc2c(cc1OC)CN(C(=O)c1ccco1)CC2	0.51	i

The list goes on.
No.	Kir21 block	CHT block	molecule
81	3.2	i	COc1ccc(-c2ccc3ccccc3n2)cc1
82	-1.6	i	COc1ccc2nc(N3CCCCC3)c(C#N)cc2c1
83	-1.6	i	C(=N\Nc1ccccn1)/c1ccc(N2CCOCC2)cc1
84	-0.93	i	CC(=O)Nc1ccc2nc(CN3CCC(CO)(CCc4ccccc4)CC3)ccc2c1
85	1.8	i	CCCOc1ccccc1OCC(=O)Nc1ccc(S(=O)(=O)N2CCCC2)cc1
86	-2.1	i	Cc1cc(S(=O)(=O)Cc2noc(-c3c(C)noc3C)n2)c(C)cc1Cl
87	-0.1	i	COc1ccc(Nc2c(-c3ccco3)nc3cccc(C)n23)cc1
88	1.8	i	Cc1ccc(C)c(N2N=C(C(=O)OCc3nnc(-c4ccccc4)o3)CCC2=O)c1
89	0.33	i	O=C(c1cnc2ccccc2n1)N1CCN(c2ccc(C(F)(F)F)cn2)CC1
90	-0.88	i	CCOC(=O)c1cc(-c2ccccc2)sc1NC(=O)CSc1nnc(N)s1

(listing goes on)
No.	Kir21 block	CHT block	molecule
91	-0.04	i	CCOC(=O)C(NC(C)=O)(Nc1ccc(S(=O)(=O)Nc2cc(C)on2)cc1)C(F)(F)F (stereo unspecified)
92	-1.5	i	Cn1c(NCc2ccccc2Cl)nc2ccccc21
93	-0.43	i	O=C(CCN1C(=O)c2ccccc2C1=O)Nc1cccc(S(=O)(=O)N2CCCCC2)c1
94	0.34	i	COc1ccc(S(=O)(=O)Nc2c(C)n(C)n(-c3ccccc3)c2=O)cc1C(=O)O
95	1.5	i	COc1ccc(NC(=O)CN2CCCC(C)C2)c([N+](=O)[O-])c1 (stereo unspecified)
96	0.49	i	O=Cc1ccc(OCC(=O)Nc2ccccc2C(F)(F)F)cc1
97	-0.72	i	COc1ccc(C(=O)NCC(=O)OCC(=O)Nc2cc(OC)ccc2OC)cc1
98	0.08	i	CCCS(=O)(=O)c1c(S(=O)(=O)CCC)c2c(N)cccn2c1C(=O)c1ccc(OC)cc1
99	-0.01	x	Cc1cc(CNC(=O)COc2ccccc2)c2ccccc2n1
100	-0.3	i	O=C(CCCNS(=O)(=O)c1cccs1)N1CCN(c2ccc(F)cc2)CC1

Other entries.
No.	Kir21 block	CHT block	molecule
101	-1.9	i	Cc1ccc(NC(=O)N2CCCC2C(=O)NCc2cccs2)cc1 (stereo unspecified)
102	-0.34	i	CCN(CC(=O)Nc1cc(Cl)ccc1C)C(=O)CSCc1c(C)noc1C
103	-0.23	i	CCOC(=O)NC(=O)COC(=O)CNC(=O)c1ccc(OCC)c(OCC)c1
104	-0.22	i	CNC(=O)C1CC(=O)N(CCCc2ccccc2)C(=Nc2ccccc2)S1 (stereo unspecified)
105	0.71	i	Cc1nnc(SCC(=O)NCc2ccccc2Cl)[nH]c1=O
106	-0.83	i	O=CNCCCc1nc2ccccc2n1Cc1cccc2ccccc12
107	1.1	i	COC(=O)C1=C(C(=O)OC)[C@@H]2N(C)c3ccc(OC)cc3[C@@]23C[C@@H](C(=O)OC)N(C(=O)COCc2ccccc2)C3=N1
108	-0.13	i	CCc1sc(C(=O)Nc2ccccc2N2CCOCC2)cc1C
109	2.6	i	CC(=O)NC1C(=O)Nc2c(C)cc(C)cc21 (stereo unspecified)
110	-1.1	i	O=C(Nc1nc(-c2ccccn2)cs1)c1ccc(Cl)s1

Other structures:
No.	Kir21 block	CHT block	molecule
111	0.72	i	O=C(Nc1nccs1)C1CC(=O)N(Cc2ccco2)C1 (stereo unspecified)
112	-0.86	i	O=C(c1ccc(Cl)cc1)N1N=C(c2ccccn2)CC1(O)C(F)(F)F (stereo unspecified)
113	0.34	i	Cc1cc(-c2ccccc2)nc(Cl)c1C#N
114	-0.08	i	O=C(CSc1nc2ccccc2[nH]1)Nc1cc(C(F)(F)F)ccc1N1CCOCC1
115	-1.3	i	O=C(c1cccs1)N1CCN(c2ccc(F)cc2)CC1
